Assay outcomes: PubChem BioAssay, Sanford-Burnham Center for Chemical Genomics
CYP2C9 activ – human CYP2C9 activators, primary screen, biochemical, luminescence | recombinant CYP2C9, luciferin-H conversion; hits give high values; factor 1 = untreated enzyme, 0 = blocked | 1.4% of 96,000 active | activation factor at 5 µM | AID 1024, 2008;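 active = activation factor of 2 or more for CYP2C9 at a 5 µM dose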;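 note: 0 = sulfaphenazole-blocked wells and 1 = vehicle-only wells; values of inactives mirror those of a sister screen read the other way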
MT1-MMP txn act – MT1-MMP promoter reporter activation – cell-based, luciferase luminescence, primary screen; HT1080 MT1-MMP promoter luciferase reporter, overnight; hits give high values; 0.16% of 86,000 active; activation factor at 10 µM; AID 750, 2007;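 active = activation factor of at least 2 for MT1-MMP transcription at 10 µM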
CYP2C19 inh – blockers of cytochrome P450 2C19 activity – biochemical, luminescence, ADME assay, primary screen; inhibition, % at 5 µM; 21% of 96,000 active; P33261; CYP2C19 Supersomes, luciferin-H EGE luminescence, 30 min;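 active = CYP2C19 inhibition above a set limit at 5 µM in the primary screen, cut at about 50% in these data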;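 note: plate controls were negative control wells for no effect and 2.5 mM tranylcypromine positive control for full effect; values of inactives mirror those of a sister screen read the other way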
Mac1 fbg inh – inhibitors of CD11b/CD18 adhesion to fibrinogen, primary screen, K562 cells, luminescence; Integrin beta-2 (Homo sapiens) + Integrin alpha-M (Homo sapiens), P05107+P11215; ATPlite luminescence; Mn2+ added to activate the integrin; inhibition, % at 10 µM; 0.54% of 93,000 active;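 active = primary inhibition of 50% or more at 10 µM, then 40% or more on retest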; note: some results filed as inactive read as strong as hits
Mac1 fbg enh – enhancers of CD11b/CD18 adhesion to fibrinogen, primary screen, K562 cells, luminescence; ATPlite luminescence; activation, % at 10 µM; 0.07% of 93,000 active; Integrin beta-2 (Homo sapiens) + Integrin alpha-M (Homo sapiens), P05107+P11215;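 active = 10 µM primary screen giving 50% or more activity, confirmed by 40% or more on retest at that dose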; note: strong numbers were not always called active; reference of the scale not given here
PLAP act – PLAP enzyme activators, biochemical, luminescence, HTS. activation fold at 20 µM. Alkaline phosphatase, placental type (Homo sapiens), P05187. 1.2% of 96,000 active. purified PLAP enzyme, luminescent substrate read-out; hits give high values; in the data active = activation fold above about 2
CYP2C9 inhib – blockers of cytochrome P450 2C9 activity – biochemical, luminescence, ADME assay, primary screen | CYP2C9 Supersomes, luciferin-H conversion | inhibition, % at 5 µM | 20% of 96,000 active;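 active = blocking of liver enzyme CYP2C9 beyond about 50% at 5 µM, limit read from the data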; note: values of inactives mirror those of a sister screen read the other way
Pyk2 oligo antag – antagonists of Pyk2 self-association, primary screen, Q293 cells, FERM NanoBiT luminescence, HTS. Protein-tyrosine kinase 2-beta (Homo sapiens), Q14289. hits give low values. z-score (the deposit names both 25 µM and 10 µM). 0.83% of 99,000 active. AID 1347419, 2020;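 active = Z-score of -3 or lower, scaled per plate to the spread of control and sample wells; inactive = z-score above -3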;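 note: negative z-score means lost luminescence so less FERM oligomerization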
Target sequence (Q14289 whole entry, looked up): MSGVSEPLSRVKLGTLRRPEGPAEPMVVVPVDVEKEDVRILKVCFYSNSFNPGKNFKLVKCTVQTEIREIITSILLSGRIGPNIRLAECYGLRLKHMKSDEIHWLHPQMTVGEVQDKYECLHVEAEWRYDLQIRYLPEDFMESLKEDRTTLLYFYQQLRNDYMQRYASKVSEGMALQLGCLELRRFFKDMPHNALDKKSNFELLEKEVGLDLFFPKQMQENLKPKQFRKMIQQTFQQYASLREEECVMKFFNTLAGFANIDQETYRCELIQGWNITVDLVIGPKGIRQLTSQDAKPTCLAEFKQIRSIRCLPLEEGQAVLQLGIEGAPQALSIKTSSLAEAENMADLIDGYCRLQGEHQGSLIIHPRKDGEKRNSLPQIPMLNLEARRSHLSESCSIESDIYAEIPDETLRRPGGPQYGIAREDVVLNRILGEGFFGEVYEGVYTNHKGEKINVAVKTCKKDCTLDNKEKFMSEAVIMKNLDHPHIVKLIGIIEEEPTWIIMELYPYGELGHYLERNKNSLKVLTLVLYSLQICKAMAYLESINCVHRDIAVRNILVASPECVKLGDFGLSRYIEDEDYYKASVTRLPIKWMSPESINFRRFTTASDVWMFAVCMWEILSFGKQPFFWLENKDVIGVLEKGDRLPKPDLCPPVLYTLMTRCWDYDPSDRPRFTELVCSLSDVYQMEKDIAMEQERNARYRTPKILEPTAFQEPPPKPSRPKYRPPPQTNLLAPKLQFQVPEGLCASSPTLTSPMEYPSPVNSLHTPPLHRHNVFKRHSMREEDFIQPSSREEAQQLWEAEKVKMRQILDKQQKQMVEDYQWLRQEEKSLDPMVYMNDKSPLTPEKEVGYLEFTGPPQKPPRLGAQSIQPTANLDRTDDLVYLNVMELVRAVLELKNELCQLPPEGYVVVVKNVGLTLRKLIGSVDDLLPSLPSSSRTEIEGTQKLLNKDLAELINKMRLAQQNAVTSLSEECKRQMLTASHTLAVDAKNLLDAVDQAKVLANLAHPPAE
CYP2C19 activ – human CYP2C19 activators, primary screen, biochemical, luminescence. activation factor at 5 µM. recombinant CYP2C19, luciferin-H EGE luminescence; hits give high values; 0 = fully inhibited enzyme, 1 = untreated enzyme. 96,000 tested, under 10 active;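 active = activation factor of at least 2 at 5 µM in the primary screen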;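 note: 0 = wells with 2.5 mM tranylcypromine and 1 = vehicle-only wells; values of inactives mirror those of a sister screen read the other way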
An asterisk follows results filed as active; . = not tested or not shown.

CYP2C9 activ	MT1-MMP txn act	CYP2C19 inh	Mac1 fbg inh	Mac1 fbg enh	PLAP act	CYP2C9 inhib	Pyk2 oligo antag	CYP2C19 activ	SMILES
0.9	1	-2.7	7.4	3.7	1	13.1	.	1	Cc1ccccc1C(=O)Nc1nnc(-c2ccc(F)cc2)o1
0.8	1.3	1.9	38.9	-1.6	1	17.8	-0.49	1	O=C(Nc1nc(-c2ccccc2)ns1)c1cccs1
0.9	1.4	65.6*	-16.3	5.6	0.9	12.5	.	0.3	O=C(CN1C(=O)c2ccccc2S1(=O)=O)NC1CCCCCC1
0.9	1.2	58.1*	-1.7	1.4	1.2	8.2	-0.21	0.4	CCCCS(=O)CC(O)COc1ccc(C(C)(C)C)cc1 (centres undefined)
0.8	1	85.8*	3.8	-2.3	2*	20.5	0.75	0.1	CCc1ccc(S(=O)(=O)NCc2cn3ccccc3n2)s1
1	1.2	-3.3	-9.0	-1.9	0.9	0.0	0.93	1	CC(C)c1nnc(NC(=O)CCCC(=O)O)s1
0.2	1	88.5*	1.9	6.4	1	78.6*	-1.07	0.1	CN1/C(=C\C(=O)CN2C(=O)NC3(CCCCCC3)C2=O)C(C)(C)c2ccccc21
0.7	1.1	-7.8	-5.1	-3.6	1.1	33.0	0.69	1.1	CN(C)CC1(c2ccccc2)CCCC1
0.5	.	2.1	4.0	15.6	1.6	46.2	0.31	1	Nc1c(C(=O)NCc2ccccc2)c2nc3ccccc3nc2n1-c1ccc2c(c1)OCO2
0.1	1.3	95.6*	-34.2	4.0	1	86.8*	-1.42	0	N#Cc1c(N)oc(-c2ccc3c(c2)OCO3)c1-c1ccc2c(c1)OCO2
0.8	.	5.1	.	.	1	22.7	0.52	0.9	Cc1cc(OCc2nc(-c3ccc(NC(=O)c4cccnc4)cc3)no2)ccc1Cl
0.4	.	48.7	11.6	13.1	1.3	56.7*	-0.17	0.5	CCOC(=O)c1sc(NC(=O)CCN2C(=O)c3cccc([N+](=O)[O-])c3C2=O)c(C(=O)OCC)c1C
0.8	.	11.0	-3.1	-5.9	1.1	23.9	0.29	0.9	COC(=O)Cn1cc(/C=N/NC(=O)c2ccc(C#N)cc2F)c2ccccc21
0.3	1.1	20.9	-6.0	-1.5	0.8	71.8*	0.37	0.8	COc1ccc(OCc2nnc(SCC(=O)NCc3ccco3)o2)cc1
0.9	1.1	-2.3	.	.	1.5	13.7	-1.44	1	COc1ccc(C(c2nnnn2CC2CCCO2)N2CCN(c3ccccc3)CC2)cc1 (centres undefined)
0.7	.	50.3*	-61.8	-1.1	0.9	32.1	0.57	0.5	O=C(c1ccccc1F)N1CCN(c2ccccc2)CC1
0.4	.	72.0*	18.3	-0.1	1.4	59.2*	-0.51	0.3	Clc1ccc(-c2nnc(-c3ccccc3)nc2N2CCSCC2)cc1
0.6	1	20.3	1.3	-0.1	1.7	40.8	0.04	0.8	COc1ccc(N2CCN(C(=O)c3ccc(C(C)(C)C)cc3)CC2)cc1
0.8	1.3	31.4	-30.6	-2.2	0.8	22.1	1.65	0.7	O=C(Nc1ccc(Cl)cn1)Nc1cccs1
1.3	1.2	-3.9	-8.8	-0.3	1	-29.7	-2.08	1	Cc1cc(C)c(C)c(S(=O)(=O)N2CCN(CC(=O)NC(=O)NCc3ccccc3)CC2)c1C
0.8	1.1	25.7	-11.9	3.1	1.1	15.9	-0.42	0.7	O=C(COc1ncnc2scc(-c3ccc(Cl)cc3)c12)NCc1ccco1
0.5	1.1	17.8	-0.6	-4.3	1.5	51.3*	-3.38*	0.8	N#Cc1c(NC(=O)CSc2n[nH]c(N)n2)oc(-c2ccccc2)c1-c1ccccc1
1.1	1.2	23.5	-3.2	-3.1	0.8	-5.5	1.49	0.8	Cc1cc(NC(=O)C2CC(c3ccccc3Cl)=NO2)no1 (centres undefined)
1.1	1.4	-5.9	.	.	1.2	-5.3	1.04	1.1	CN(CC(=O)NCCN1CCN(Cc2ccccc2)CC1)S(=O)(=O)c1cccc2nsnc12
0.8	1.3	29.9	1.4	-3.3	1.1	19.2	-2.08	0.7	CCOc1ccccc1NC(=O)c1ccccc1-c1nc(-c2ccccc2)no1

An excerpt from above in order of their number in Pyk2 oligo antag, falling:
| SMILES | CYP2C9 activ | MT1-MMP txn act | CYP2C19 inh | Mac1 fbg inh | Mac1 fbg enh | PLAP act | CYP2C9 inhib | Pyk2 oligo antag | CYP2C19 activ |
| --- | --- | --- | --- | --- | --- | --- | --- | --- | --- |
| CN(C)CC1(c2ccccc2)CCCC1 | 0.7 | 1.1 | -7.8 | -5.1 | -3.6 | 1.1 | 33.0 | 0.69 | 1.1 |
| Cc1cc(OCc2nc(-c3ccc(NC(=O)c4cccnc4)cc3)no2)ccc1Cl | 0.8 | . | 5.1 | . | . | 1 | 22.7 | 0.52 | 0.9 |
| COC(=O)Cn1cc(/C=N/NC(=O)c2ccc(C#N)cc2F)c2ccccc21 | 0.8 | . | 11.0 | -3.1 | -5.9 | 1.1 | 23.9 | 0.29 | 0.9 |
| CCCCS(=O)CC(O)COc1ccc(C(C)(C)C)cc1 (centres undefined) | 0.9 | 1.2 | 58.1* | -1.7 | 1.4 | 1.2 | 8.2 | -0.21 | 0.4 |

New compounds follow
CYP2C9 activ	MT1-MMP txn act	CYP2C19 inh	Mac1 fbg inh	Mac1 fbg enh	PLAP act	CYP2C9 inhib	Pyk2 oligo antag	CYP2C19 activ	SMILES
0.5	0.9	65.7*	1.8	-1.9	1.6	50.0*	.	0.3	O=C(N1CCN(Cc2ccc3c(c2)OCO3)CC1)C12CC3CC(CC(C3)C1)C2
1.6	1.2	38.9	-7.7	17.2	1.5	-60.1	.	0.6	COc1ccc(C)cc1NC(=O)C1CCCN1S(=O)(=O)c1ccc2c(c1)CCC(=O)N2 (centres undefined)
0.1	1	61.0*	5.4	-1.2	0.9	87.5*	-1.99	0.4	COc1ccc(-c2cnc(SCC(=O)Nc3cc(C)on3)n2Cc2ccco2)cc1
0.2	.	75.5*	-3.2	-2.2	1.6	82.7*	.	0.2	COc1cccc(C2CC(c3cccs3)=NN2C(=O)CSC2=NN3CCCC(=O)N=C3S2)c1OC (centres undefined)
1.2	1.1	-27.9	-16.9	1.2	0.9	-16.3	.	1.3	CCCc1cc(C(=O)Nc2sc3c(c2C(=O)OCC)CCCC3)no1
0.8	0.9	41.3	0.2	-2.8	1.8	15.7	0.09	0.6	S=c1[nH]nc(-c2ccc(Cl)cc2)n1CC1CCCO1 (centres undefined)
0.6	0.9	1.3	4.9	3.1	1.4	40.4	.	1	CCCCCCc1nc2ccccc2c(=O)n1NC(=O)c1c(O)c2cccc3c2n(c1=O)CCC3
0.3	1.1	80.6*	-3.1	2.2	1.5	73.7*	-2.56	0.2	COc1ccc(C(c2nnnn2C2CCCCC2)N2CCN(c3ccccc3F)CC2)cc1 (centres undefined)
1.2	1.1	-16.6	-36.8	3.7	1	-16.4	0.03	1.2	Cc1c(C(=O)O)sc(=S)n1-c1ccc(Cl)cc1
1.2	1.3	70.5*	1.7	-5.2	1	-15.1	-0.1	0.3	Cn1nnnc1SCC(=O)N1CCc2ccccc2C1
2.1*	1.1	20.3	-29.5	6.6	0.9	-108.0	1.14	0.8	COc1ccccc1CNC(=O)C(C)NS(=O)(=O)c1ccc(C)cc1 (centres undefined)
0.6	1.1	29.0	14.9	-0.9	1.5	40.3	0.45	0.7	CCOC(=O)c1cc(NC(=O)N(CC)C2CCCCC2)c(C)nc1C
0.1	.	72.3*	-1.2	-1.8	0.9	87.6*	0.17	0.3	CCOC(=O)C1CCN(S(=O)(=O)c2cccc3nonc23)CC1
0.4	1.2	26.7	-15.5	6.1	0.9	61.6*	-0.62	0.7	CCCC(c1nnnn1CS(=O)(=O)c1ccc(C)cc1)N1CCN(c2ccccc2)CC1 (centres undefined)
0.9	1	4.7	3.1	-2.4	1	7.9	1.69	1	Cc1cc(=O)oc(C)c1C(=O)OCC(=O)c1ccc(Cl)c(Cl)c1
1	1.1	3.6	-12.0	-4.9	1.2	3.7	.	1	COC(=O)C(C)Sc1nnc(Cc2cc(=O)[nH]c(=O)[nH]2)n1-c1ccc(Cl)cc1 (centres undefined)
0.5	.	4.4	3.4	-4.3	0.8	54.0*	0.64	1	CNC(=O)COC(=O)c1cc(NC(=O)c2ccco2)c(OC)c(OC)c1
0.3	1.2	32.3	-0.2	-0.4	1.3	70.1*	-1.26	0.7	COc1ccc(C2C3=C(CC(C)(C)CC3=O)Nc3cc4c(cc32)OCO4)cc1 (centres undefined)
1	.	-3.4	-5.1	-1.2	1.1	-1.0	.	1	COc1ccccc1-c1c(C)nn2c(N3CCC(C(N)=O)CC3)cc(C)nc12
1	.	5.8	-6.2	-1.8	0.9	3.3	-1.14	0.9	Cc1ccc(S(=O)(=O)NC(=O)Nc2nnc(C)s2)cc1
1.1	1	-8.6	.	.	0.9	-5.7	0.78	1.1	CC1CC(C)CN(C(=O)CSc2nnc(CSc3ncccn3)n2C)C1 (centres undefined)
0.4	0.9	10.8	21.9	-3.0	1.4	64.0*	-0.04	0.9	CCCOC(=O)c1ccc(OCC(O)CN2CCN(C(=O)c3ccccc3)CC2)cc1 (centres undefined)
1	1.3	-6.1	-56.9	9.8	0.9	0.7	.	1.1	CCOC(=O)/C(C#N)=C/c1cc(C)n(-c2ccc(Br)cc2)c1C
0.2	.	66.8*	13.2	-5.3	1.4	82.0*	-0.64	0.3	CCOC(=O)N1CCN(c2ccc(C(=O)c3cccc(F)c3)cc2)CC1
0.9	.	18.8	-51.6	8.1	0.9	9.3	0.39	0.8	CCn1c(SC(C)C(=O)O)nnc1-c1cccnc1 (centres undefined)
1	1.1	-13.4	1.8	-3.8	1.1	-4.2	1.11	1.1	CCOCCCNC(=O)C(NC(=O)CC1NC(=O)NC1=O)c1ccc(Cl)cc1 (centres undefined)
1	.	5.3	.	.	1	-4.1	1.52	0.9	CC12CC3CC(C)(C1)CC(C(=O)NC(=S)N1CCOCC1)(C3)C2
1.1	1.1	-12.6	-29.5	-1.9	1.2	-8.4	0.37	1.1	O=C(NCCCN1CCCC1=O)c1cncc(Br)c1
1.1	1.1	-12.4	-42.4	1.2	1.4	-14.2	.	1.1	COc1ccc(N2CCN(c3cc(=O)n(Cc4ccc(F)cc4)c(=O)[nH]3)CC2)cc1
1	1	13.7	-0.8	-1.9	0.9	1.6	-0.33	0.9	Nc1nonc1C(=O)OCC(=O)N1CCCCC1
1.1	1.3	15.2	-15.2	2.3	1	-11.4	-0.17	0.8	Cc1cc(O)cc(O)c1C(=O)Cc1cscn1
1	.	90.2*	.	.	0.8	-0.6	-0.44	0.1	CC(C)(C)NS(=O)(=O)c1cnc(Cl)c(Cl)c1

In a second layout: two of the compounds above
O=C(COc1ncnc2scc(-c3ccc(Cl)cc3)c12)NCc1ccco1
  CYP2C9 activ: 0.8
  MT1-MMP txn act: 1.1
  CYP2C19 inh: 25.7
  Mac1 fbg inh: -11.9
  Mac1 fbg enh: 3.1
  PLAP act: 1.1
  CYP2C9 inhib: 15.9
  Pyk2 oligo antag: -0.42
  CYP2C19 activ: 0.7

N#Cc1c(NC(=O)CSc2n[nH]c(N)n2)oc(-c2ccccc2)c1-c1ccccc1
  CYP2C9 activ: 0.5
  MT1-MMP txn act: 1.1
  CYP2C19 inh: 17.8
  Mac1 fbg inh: -0.6
  Mac1 fbg enh: -4.3
  PLAP act: 1.5
  CYP2C9 inhib: 51.3*
  Pyk2 oligo antag: -3.38*
  CYP2C19 activ: 0.8

The order is random (roughly 31% active in at least one column).
